Nrf2 ARE act: activators of Nrf2 (ARE) signaling; AREc32 ARE-luciferase reporter (MCF7-derived line), luminescence, 24 h; Potency, µM (top dose mostly 46.1 µM), inactives show top-dose activation, most hits filed as activators; 0.31% of 410,000 active; note: potency is the fitted concentration of half-maximal effect; % of control where 0% means no effect; nearly all actives have a fitted effect of over 65% in size
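Cells of the AREc32 ARE-luciferase line are plated in OPTI-MEM containing 5% FBS and left overnight at 37 deg C. Compounds are pinned in, incubation continues 24 hr, and firefly luciferase signal is then measured.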
MCF10A rereplic: induces DNA re-replication in MCF 10a normal breast cells | MCF 10A DNA re-replication, Hoechst nuclear intensity, 48 h | Potency, µM (highest dose often 46.1 µM), for the others: at the top dose activity, positive = re-replication, actives largely listed as activators | 2.9% of 350,000 active | AID 624296; note: potency is the fitted concentration of half-maximal effect; % of control where 0% means no effect; nearly all actives have a fitted effect of over 50% in size
A549 viability: kills or reduces viability of A549 cells in Nrf2 counter-screen | A549 ARE-Fluc cells, CellTiter-Fluor viability, 18-24 h | Potency, µM (highest dose often 46 µM), for inactives: at the top dose activity change, negative = cytotoxicity, actives largely listed as inhibitors | 0.16% of 390,000 active | AID 504648; note: potency is the fitted concentration of half-maximal effect; % is set by controls: 0 for no effect and ±100 for the full control effect
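A549 ARE-Fluc cells in 5% FBS OPTI-MEM, 5000 cells/well, rested 2 h then exposed to compounds in concentration-response for 18-24 h at 37 °C. Viability by CellTiter-Fluor fluorescence (Ex 405/Em 525) after 30 min; luciferase luminescence (BugLite, 15 min, RT) read afterwards.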
IL1B secr inh: inhibitors of inflammasome signaling (IL-1 beta secretion); THP-1 LPS/ATP IL-1B secretion, AlphaLISA, 16 h; stronger effect = lower value; 4.7% of 360,000 active; AID 743279; activity change, % at 57.5 µM; in the data active = activity change below about -50%; inconclusive = mostly about -30% to -49%; note: % is set by controls: 0 for no effect and ±100 for the full control effect
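THP-1 cells pretreated 1 hr with compounds (up to 57.5 uM final), then stimulated with LPS (250 ng/mL final) plus ATP (1.25 mM final); secreted IL-1B measured by AlphaLISA after 16 hr, decreased signal indicating inhibition.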
TGFb SMAD3 inh: TGF-b pathway inhibition; AID 588855; Potency, µM (highest dose often 46.1 µM), without a hit: top-dose activity, negative = inhibition, most hits filed as inhibitors; HepG2 CAGA-GFP TGF-b/SMAD3 reporter, GFP fluorescence, 18 h; TGF-beta stimulated, 500 pg/mL final; 1.2% of 410,000 active; note: potency is the fitted concentration of half-maximal effect; % is set by controls: 0 for no effect and ±100 for the full control effect; nearly all actives have a fitted effect of over 65% in size
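Inhibition of TGF-beta-driven CAGA-GFP reporter expression in HEPG2 cells is measured by cellular GFP fluorescence after 18 h stimulation with 500 pg/mL recombinant TGF-beta in 1% FBS medium at 37 degrees C.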
ATXN2 expr inh: inhibitors of ATXN2 expression. Potency, µM (highest dose often 57 µM), inactives show top-dose activity change, negative = inhibition, most hits filed as inhibitors. AID 1745845. 0.72% of 360,000 active. HEK-293 ATXN2-luciferase reporter, luminescence, 24 h; note: potency is the fitted concentration of half-maximal effect; % is set by controls: 0 for no effect and ±100 for the full control effect; nearly all actives have a fitted effect of over 55% in size
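qHTS (up to 57 uM final) was run with 24 h compound exposure of reporter cells at 37 °C. Each well was multiplexed: SteadyGlo luminescence measured ATXN2-luciferase expression after a fluorogenic Gly-Phe-AFC viability readout (25 uM final).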
Nrf2 block: blocks Nrf2 signaling | A549 ARE-Fluc reporter, luciferase luminescence, 18-24 h | Potency, µM (top dose mostly 46 µM), inactives show at the top dose activity change, negative = inhibition, actives largely listed as inhibitors | 2.1% of 360,000 active | AID 504444; note: potency is the fitted concentration of half-maximal effect; % is set by controls: 0 for no effect and ±100 for the full control effect; nearly all actives have a fitted effect of over 60% in size
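A549 ARE_Fluc cells, 5000/well, 5% FBS OPTI-MEM; compounds in dose-response, 18-24 h at 37 °C/5% CO2; CellTiter-Fluor viability read (Ex 405/Em 525), then BugLite luciferase luminescence = Nrf2 activity.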
ATXN viability: viability counter-screen for ATXN expression inhibitors. S2 cells (HEK-293 line with an ATXN2-luciferase reporter) viability, CellTiter-Fluor protease fluorescence, 24 h. Potency, µM (titrated, usually from 56.7 µM), hits mostly cytotoxic. 0.49% of 400,000 active. AID 651635; note: potency is the fitted concentration of half-maximal effect; nearly all actives have a fitted effect of over 40% in size
HepG2 viability: HepG2 cytotoxicity, counter-screen for TGF-b inhibitors | HepG2 CAGA-GFP viability, ATP luminescence, 18 h | AID 588856 | 0.76% of 410,000 active | Potency, µM (doses to about 46.1 µM), inactives show at the highest dose activity change, negative = cytotoxicity, most hits filed as cytotoxic; note: potency is the fitted concentration of half-maximal effect; some results filed as inactive show a strong effect at the top dose
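HepG2 CAGA-GFP cells (1000/well, DMEM with 1% FBS) received compound, then TGF-beta at 500 pg/mL final, and were incubated 18 hours at 37 degrees C. Viability was read by CellTiter-Glo luminescence. Media-only wells were set as complete cell-killing and DMSO as no toxicity.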
* hit, by the source's call; [ ] = another dose, or the depositor's remark. Unless noted, calls come from the whole dose curve; as a rule, active = well fitted curve in the direction sought with a large enough effect; inconclusive = small, poorly fitted or top-dose-only effect, or another doubt; inactive = no such curve, though single readings can be large; an effect the other way counts as inactive or inconclusive. Compounds as they come; any-hit rate near 8.8%.

What do the screens show for `COCCN(C(=O)Cn1nnc2ccccc21)C(C(=O)NC1CCCC1)c1ccc(OC)cc1OC` (stereo unspecified)?
Nrf2 ARE act: 2.9%; MCF10A rereplic: 0.0%; A549 viability: -6.7%; IL1B secr inh: 8.2; TGFb SMAD3 inh: 12.2%; ATXN2 expr inh: 1.8%; Nrf2 block: -3.0%; ATXN viability: inactive; HepG2 viability: -4.1%

What do the screens show for `O=C(C[n+]1cc(-c2ccccc2)n2c1CCC2)N1c2ccccc2Sc2ccccc21`?
Nrf2 ARE act: 0.2%; MCF10A rereplic: inconclusive; A549 viability: 2.1%; IL1B secr inh: inactive; TGFb SMAD3 inh: -26.4%; ATXN2 expr inh: -5.4%; Nrf2 block: -8.3%; ATXN viability: inactive; HepG2 viability: -17.4%

What do the screens show for `O=C(O)C(CCCCN1C(=O)C2C3C=CC(C3)C2C1=O)N1C(=O)C2C3C=CC(C3)C2C1=O` (stereo unspecified)?
Nrf2 ARE act: -0.7%; MCF10A rereplic: 0.1%; A549 viability: 6.3%; IL1B secr inh: -7.6; TGFb SMAD3 inh: -9.0%; ATXN2 expr inh: 7.6%; ATXN viability: inactive; HepG2 viability: -8.9%

Results for O=C(c1ccccc1)c1c[nH]c(C(=O)NNc2ccccc2)c1 ?
Nrf2 ARE act: 0.0%; MCF10A rereplic: inconclusive; A549 viability: -9.4%; IL1B secr inh: inconclusive; TGFb SMAD3 inh: 1.4%; ATXN2 expr inh: -21.8%; Nrf2 block: inconclusive; ATXN viability: inactive; HepG2 viability: -27.4%

What do the screens show for `O=C(O)C(Cc1ccccc1N(CCO)CCO)N1C(=O)c2ccccc2C1=O` (stereo unspecified)?
Nrf2 ARE act: -0.3%; MCF10A rereplic: -26.6%; A549 viability: -7.2%; IL1B secr inh: 10.4; TGFb SMAD3 inh: -2.5%; ATXN2 expr inh: 1.5%; Nrf2 block: 24.1%; ATXN viability: inactive; HepG2 viability: 6.7%

How did COc1ccc(-c2cc(-c3n[nH]c(=S)n3-c3ccccc3OC)[nH]n2)cc1 do in these assays?
Nrf2 ARE act: 3.5%; MCF10A rereplic: -2.1%; A549 viability: 0.1%; IL1B secr inh: 14.4; TGFb SMAD3 inh: 10.8%; ATXN2 expr inh: -4.5%; Nrf2 block: 11.4%; ATXN viability: inactive; HepG2 viability: 0.5%

Results for COc1ccc(C(=O)NC2CCN(CC(=O)Nc3cccc(C)c3)CC2)cc1OC ?
Nrf2 ARE act: -0.6%; MCF10A rereplic: 0.6%; A549 viability: 2.0%; IL1B secr inh: -1.3; TGFb SMAD3 inh: -12.0%; ATXN2 expr inh: 1.5%; Nrf2 block: 6.4%; ATXN viability: inactive; HepG2 viability: -14.2%

What do the screens show for `CCOCCCNC(=O)c1cc2c(=O)n(C)c3ccccc3c2n1C`?
Nrf2 ARE act: 0.0%; A549 viability: -10.4%; TGFb SMAD3 inh: 16.6%; ATXN2 expr inh: 2.3%; Nrf2 block: -17.7%; ATXN viability: inactive; HepG2 viability: -11.0%

What do the screens show for `O=C(CCc1ccc(S(=O)(=O)NC2CCCCC2)cc1)NCc1cccnc1`?
Nrf2 ARE act: 1.7%; MCF10A rereplic: -0.1%; A549 viability: 3.4%; IL1B secr inh: 11.4; TGFb SMAD3 inh: -1.0%; ATXN2 expr inh: -9.5%; Nrf2 block: inconclusive; ATXN viability: inactive; HepG2 viability: -2.6%

How did O=C(CSc1nc2ccccc2nc1Cc1ccccc1)Nc1ccccc1C(F)(F)F do in these assays?
Nrf2 ARE act: 0.7%; A549 viability: 0.1%; TGFb SMAD3 inh: 1.9%; ATXN2 expr inh: -13.1%; ATXN viability: inconclusive; HepG2 viability: -3.3%

What do the screens show for `Cc1ccc(CN(Cc2cccnc2)C(=S)Nc2cc(Cl)ccc2C)cc1`?
Nrf2 ARE act: 2.4%; MCF10A rereplic: 4.9%; A549 viability: 3.4%; IL1B secr inh: -16.9; TGFb SMAD3 inh: inconclusive; ATXN2 expr inh: inconclusive; Nrf2 block: inconclusive; ATXN viability: inactive; HepG2 viability: -46.5%

Results for CCOc1ccc2[nH]c(=S)sc2c1 ?
Nrf2 ARE act: 6.1%; IL1B secr inh: 32.5; TGFb SMAD3 inh: -2.7%; ATXN2 expr inh: inconclusive; ATXN viability: inconclusive; HepG2 viability: -10.0%

Results for CCOc1ccc(C2C(C(=O)c3cccs3)=C(O)C(=O)N2CCN2CCOCC2)cc1 (stereo unspecified) ?
Nrf2 ARE act: -0.3%; MCF10A rereplic: -1.3%; A549 viability: -9.6%; IL1B secr inh: 8.6; TGFb SMAD3 inh: -26.0%; Nrf2 block: 2.1%; ATXN viability: inactive; HepG2 viability: -5.6%

What do the screens show for `Oc1ccc(C2C[C@H]3CC[C@@H]2C3)cc1O` (stereo partly specified)?
Nrf2 ARE act: 9.0%; MCF10A rereplic: 10.2%; A549 viability: -0.7%; IL1B secr inh: -23.0; TGFb SMAD3 inh: -26.0%; ATXN2 expr inh: -8.1%; Nrf2 block: -2.7%; ATXN viability: inactive; HepG2 viability: -2.1%

Results for COc1ccc(/C=N\NC(=O)C2CCCC2)cc1Br ?
Nrf2 ARE act: 0.4%; MCF10A rereplic: -2.0%; A549 viability: -1.3%; IL1B secr inh: inconclusive; TGFb SMAD3 inh: -4.3%; ATXN2 expr inh: 32.7%[activator]; Nrf2 block: inconclusive; ATXN viability: inactive; HepG2 viability: -14.6%

How did COc1cc2nc3n(c(=O)c2cc1OC)-c1ncccc1C(=O)NC3Cc1ccccc1 (stereo unspecified) do in these assays?
Nrf2 ARE act: 7.2%; IL1B secr inh: -25.1; TGFb SMAD3 inh: 9.8%; ATXN2 expr inh: 1.5%; ATXN viability: inactive; HepG2 viability: -0.6%

How did O=C(C1Cc2ccccc2CN1S(=O)(=O)c1cccs1)N1CCCCC1 (stereo unspecified) do in these assays?
Nrf2 ARE act: 0.4%; MCF10A rereplic: 3.4%; IL1B secr inh: -7.9; TGFb SMAD3 inh: -4.3%; ATXN2 expr inh: -3.1%; Nrf2 block: 7.6%; ATXN viability: inactive; HepG2 viability: -8.1%

How did O=C1COc2ccc(C(=O)CSc3nnc(-c4cccs4)n3Cc3ccccc3)cc2N1 do in these assays?
Nrf2 ARE act: 0.0%; MCF10A rereplic: inconclusive; A549 viability: 0.2%; IL1B secr inh: 4.0; TGFb SMAD3 inh: 1.0%; ATXN2 expr inh: -12.4%; Nrf2 block: -7.7%; ATXN viability: inconclusive; HepG2 viability: -23.0%

How did COc1ccc(CNC(=O)C2=CC(c3ccc(OC)cc3)=NS(=O)(=O)N2C)cc1 do in these assays?
Nrf2 ARE act: 0.5%; MCF10A rereplic: -6.5%; A549 viability: -11.3%; IL1B secr inh: 28.0; TGFb SMAD3 inh: -17.5%; ATXN2 expr inh: -5.9%; Nrf2 block: -4.6%; ATXN viability: inactive; HepG2 viability: -28.4%

Results for COc1ccc(/C=C2\SC(=O)N(CC(=O)NNC(=O)c3ccccc3O)C2=O)cc1OC ?
Nrf2 ARE act: 1.9%; MCF10A rereplic: 12.8%; A549 viability: -0.6%; IL1B secr inh: -18.1; TGFb SMAD3 inh: -6.0%; ATXN2 expr inh: -5.3%; Nrf2 block: 7.4%; ATXN viability: inactive; HepG2 viability: -52.6%

How did COC(=O)c1cc2c(C)c(C)c3ccccn3c-2c1C(=O)OC do in these assays?
Nrf2 ARE act: 3.3%; MCF10A rereplic: inconclusive; A549 viability: -0.7%; IL1B secr inh: -12.7; TGFb SMAD3 inh: 19.9%; ATXN2 expr inh: -2.3%; Nrf2 block: 30.2%; ATXN viability: inactive; HepG2 viability: 2.4%

Results for O=C(Cc1cccs1)N/N=C/C=C\c1ccccc1[N+](=O)[O-] ?
Nrf2 ARE act: 8.5%; MCF10A rereplic: -3.9%; A549 viability: -9.2%; IL1B secr inh: -12.8; TGFb SMAD3 inh: -1.9%; ATXN2 expr inh: 41.5%[activator]; Nrf2 block: inconclusive; ATXN viability: inconclusive; HepG2 viability: 3.4%

Results for Cc1noc(C)c1COC(=O)c1cc(S(=O)(=O)N2CCOCC2)ccc1F ?
Nrf2 ARE act: 0.3%; MCF10A rereplic: 5.7%; A549 viability: -3.6%; IL1B secr inh: -4.7; TGFb SMAD3 inh: 3.8%; Nrf2 block: 0.0%; HepG2 viability: -6.9%

What do the screens show for `COc1ccccc1NC(=O)c1nnn(-c2ccc(F)cc2)c1C`?
Nrf2 ARE act: 4.6%; A549 viability: 2.3%; TGFb SMAD3 inh: 1.3%; ATXN2 expr inh: 9.9%; Nrf2 block: 13.3%[9.27 µM]; ATXN viability: inconclusive; HepG2 viability: 3.1%

How did COc1cc2c(cc1OC)CN(CC(=O)Nc1ccccc1C(=O)NCc1ccccc1)CC2 do in these assays?
Nrf2 ARE act: 3.7%; MCF10A rereplic: inconclusive; A549 viability: 2.0%; IL1B secr inh: 4.0; TGFb SMAD3 inh: 10.8%; ATXN2 expr inh: 14.9%; Nrf2 block: inconclusive; ATXN viability: inactive; HepG2 viability: 8.6%

Results for Cc1cc(C(=O)N/N=C/c2ccc3c(c2)OCO3)c(C)n1-c1ccc(F)cc1 ?
Nrf2 ARE act: 2.4%; MCF10A rereplic: 10.5%; A549 viability: -1.6%; IL1B secr inh: -9.4; TGFb SMAD3 inh: -1.5%; ATXN2 expr inh: 6.0%; Nrf2 block: 17.2%; ATXN viability: inactive; HepG2 viability: -19.8%

What do the screens show for `Cc1ccc(CNC(=O)c2c(O)nc3c(C)cccn3c2=O)cc1`?
Nrf2 ARE act: -0.7%; A549 viability: 0.5%; TGFb SMAD3 inh: -2.4%; ATXN2 expr inh: 2.6%; Nrf2 block: -15.9%; ATXN viability: inactive; HepG2 viability: -2.4%

Source: PubChem BioAssay (National Center for Advancing Translational Sciences (NCATS))
